FN deposition inh: fibronectin deposition inhibition | AH1F fibroblasts, Alexa488-fibronectin deposition fluorescence, overnight | inhibition, % at 12.6 µM | actives 0.086% (n = 350,000);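 active = mean inhibition across replicates of 30% or more, regardless of how many single replicates reach that level; inconclusive = mean under 30% yet at least half of replicates reach 30%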;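 note: positive control wells lacked labelled fibronectin entirely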
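Material: AH1F fibroblasts assembling fluorescent fibronectin matrix; amount: 10000 AH1F cells/well; medium: DMEM, 2% serum; reagent: Alexa488-fibronectin, 24 nM final in well; dosing: single compound dose, delivered by pin transfer; incubation: 1 h adhesion, overnight exposure; detection: fluorescence after three HBSS washes, excitation 485 nm, emission 525 nm; measure: fibronectin deposition inhibition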
INS-1E GSIS act: GLuc luminescence reporter in INS-1E cells, primary screen for activators of glucose-dependent secretion of insulin; INS-1E GLuc reporter insulin secretion, 2-3 h; activation, % at 16.6 µM; actives 0.61% (n = 370,000); AID 743287;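 active = lowest replicate activation of at least 40%, so every replicate reaches that level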;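 note: 0% = median of neutral control wells and 100% = median of IBMX positive control wells; some compounds called inactive have numbers as strong as hits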
C2C12 statin: suppressors of simvastatin-induced myotoxicity in C2C12 myotubes. ATP luminescence, 48 h; scaled: DMSO 0, geranylgeraniol control 100. rescue of ATP level, % at 7.49 µM. actives 0.78% (n = 330,000). AID 602340;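 active = mean ATP rescue above about 67%, or every replicate alone reaching that limit, limit read from the data, passing the limit was not always enough; inconclusive = no clear call, values can overlap the other calls; inactive = mean under the limit and some replicate under it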;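 note: myotubes were challenged with 10 µM simvastatin during compound exposure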
Cneo AK release: causes C. neoformans cell lysis; adenylate kinase release luminescence, 4 h; normalised: neutral wells 0, clomiphene wells 100; lysis activity, % at 15 µM; actives 0.2% (n = 360,000);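 active = mean lysis activity across replicates of at least 80%, whatever share of replicates individually reach that level; inactive = mean lysis activity below 80%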
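read-out = cell lysis signal | test system = log-phase Cryptococcus neoformans yeast cells | input = cells at 5 × 10^6 per mL | medium = fresh YPD growth medium | signal = luminescent adenylate kinase detection reagent | timing = 4 h at 37 °C static, read 1 h later | dosing = single dose | controls = Clomiphene as positive lysis control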
CFTR F508del cor: CFTR F508del correction in bronchial cells | actives 0.36% (n = 350,000) | activity (quench increase), % at 7.58 µM | CFBE cells, YFP halide quenching; stimulated with forskolin plus potentiator P3; % fluorescence drop versus neutral controls | AID 720511;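 active = mean added fluorescence quench of at least 8% versus neutral control, with both replicates also reaching 8%; inconclusive = only one of the mean or replicate conditions met; inactive = mean below 8% and not both replicates reaching 8%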;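 note: cells transiently co-express mutant CFTR-F508del with the halide-sensitive YFP; corrector assay measuring rescue of mutant channel to the surface after 24 h compound exposure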
PGC1a acetyl inh: modulators of PGC1a acetylation; U2OS PGC1a acetylation, AlphaScreen anti-acetyl-lysine; with virally co-expressed GCN5 acetyltransferase; inhibition, % at 15.6 µM; actives 0.17% (n = 350,000); AID 651687;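 active = every replicate shows inhibition of at least 40%; inconclusive = mean inhibition at least 40% but some replicate below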;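 note: 0% = neutral control wells and 100% = positive control wells; some results beyond the cut were filed as inactive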
miR-122 sensor: miR-122 inhibition in Huh7 cells; Huh7 miR-122 Renilla luciferase sensor, 48 h; neutral wells = 0, positive control = 100; activation (reporter increase), % at 12.5 µM; actives 0.3% (n = 340,000); AID 602342;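 active = mean replicate activation score at least 90 and every replicate individually at or above 90; inconclusive = only one of the two criteria met; inactive = neither criterion met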;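 note: higher luciferase means less miR-122 activity so hits act as miR-122 inhibitors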
PglD DTNB: inhibitors of Campylobacter jejuni PglD acetyltransferase. purified PglD enzyme, DTNB colorimetric CoA detection. inhibition, % at 12.5 µM. actives 0.098% (n = 360,000). AID 602405; in the data active = inhibition above about 16%, passing the limit was not always enough; inconclusive = no clear call, values can overlap the other calls; note: strong numbers were not always called active
* hit, by the source's call; u = inconclusive; x = not tested or not shown; & = joins results of further samples; [ ] = remark or other dose.

SMILES	FN deposition inh	INS-1E GSIS act	C2C12 statin	Cneo AK release	CFTR F508del cor	PGC1a acetyl inh	miR-122 sensor	PglD DTNB
Cc1cc(NC(=O)CCC(=O)N(C2CC2)C(C(=O)NC(C)(C)C)c2ccccc2Cl)no1 (stereo unspecified)	0	-2	-7	0	0.6	17	-3	0
NCCCC[C@H]1CNC(=S)N1CCCCC1CCCCC1	2	40	-4	2	-0.1	3	-6	-3
Cc1cc(Oc2ccccc2)nc(SCC(=O)Nc2ccc(Cl)cc2Cl)n1	-12	x	16	2	x	-17	3	3
Cc1ccc(NC(=O)COc2ccccc2CNC(C)(C)CC(C)(C)C)cc1	x	-30	-31	-1	x	-1	2	0
COc1ccc(CCN2CC(C(=O)NCc3cnn(C(C)C)c3)CCC2=O)cc1 (stereo unspecified)	5	0	x	-1	-1.7	5	-10	8
O=C(Cn1c(=O)oc2ccccc21)NCCc1ccccc1	3	-10	1	1	2.6	x	x	x
CCOC(=O)C1CCCN(C(=O)c2sc3nc(C)nc(N4CCOCC4)c3c2C)C1 (stereo unspecified)	3	x	-18	1	x	-6	-6	3
CCCCC(=O)Nc1cc(-c2nc3ncccc3o2)ccc1C	x	19	-3	1	3.4	5	4	0
O=C(COC(=O)c1ccco1)NCCc1ccc(Cl)cc1	2	-6	28	2	2.1	5	-1	-4
O=C(NCC1CCCCC1)C1CCN(C(=O)NC2CCCCC2)CC1	5	x	3	-1	x	-1	-8	-4

Overlap with the part before: 2 entries; new compounds follow.
SMILES	FN deposition inh	INS-1E GSIS act	C2C12 statin	Cneo AK release	CFTR F508del cor	PGC1a acetyl inh	miR-122 sensor	PglD DTNB
O=C(COC(=O)c1ccco1)NCCc1ccc(Cl)cc1	2	-6	28	2	2.1	5	-1	-4
O=C(NCC1CCCCC1)C1CCN(C(=O)NC2CCCCC2)CC1	5	x	3	-1	x	-1	-8	-4
COc1ccc(C2CC(C)=NN2C=O)cc1OC (stereo unspecified)	8	x	-1	0	x	-4	-3	-4
CCOC(=O)Nc1ccc(S(=O)(=O)Nc2nc(C)cc(C)n2)cc1	x	4	-4	0	-1.2	-1	0	1
O=C(CN1C(=O)NC2(CCCC2)C1=O)Nc1ccccc1-c1ccccc1	-4	-23	x	3	1.5	11	-2	2
C/C=C/C=C\C(=O)Nc1cccc(C2=NOC3(C2)C[C@@H](C(N)=O)N(C(=O)/C(C)=C/C)C3)c1 (stereo partly specified)	3	x	1	7	1.9	-8	4	0
O=C(NNS(=O)(=O)c1ccccc1)c1ccc([N+](=O)[O-])cc1	10	x	-8	0	x	12	-3	-80
C[C@@H]1CN([C@H](C)CO)S(=O)(=O)c2ccc(C#Cc3ccccc3F)cc2O[C@@H]1CN(C)C(=O)Cc1cccnc1	-1	-5	1	-2	-3.2	-4	-15[16.7 µM]	1
COc1ccc(CCC(=O)OCC(=O)NCc2ccccc2)cc1	3	5	11	0	-3.9	-7	-5	0
CC(C)NC(=O)COC(=O)CNC(=O)c1cc(Cl)cc([N+](=O)[O-])c1	10	-2	-10	1	2.6	15	-23	3
COC(=O)C[C@@H]1C[C@H]2c3cc(NC(=O)C4CCOCC4)ccc3O[C@H]2[C@@H](CO)O1	5	8	-5	0	-1.6	4	-7[16.7 µM]	1
C[C@H](CCC(=O)OCc1cn(CC(=O)c2ccc(O)cc2)nn1)C1CC[C@H]2[C@@H]3CC[C@@H]4C[C@H](O)CC[C@]4(C)[C@H]3C[C@H](O)[C@]12C (stereo partly specified)	6	-17	-6	2	0.1	11	-13	3
COc1cccc(NC(=O)Nc2ccc3c(c2)C(=O)N(C)C[C@H](OC)[C@H](C)CN(C)[C@@H](C)CO3)c1	-23	1	-5	-6	2.1	11	x	-1
Cc1cc(C(=O)CSc2nnc(-c3ccc(F)cc3)o2)c(C)n1CC1CCCO1 (stereo unspecified)	x	x	2	-1	x	-6	1	-1
CC(C)NC(=O)N(C)C[C@H]1Oc2ccc(NC(=O)Nc3ccccc3)cc2C(=O)N([C@H](C)CO)C[C@@H]1C	3&-8	3&4	6	3	0.4	x	-4	2
CC(C)COC(=S)Nc1ccccc1	x	-1	-15	-1	x	13	2	1
Cc1ccc(-c2ccc3c(c2)O[C@H](CN(C)Cc2ccc(F)cc2)[C@@H](C)CN([C@H](C)CO)S3(=O)=O)cc1	6	-10	-152	-1	-0.7	-2	98*[16.7 µM]	-2
COC(=O)c1ccc(CSc2nnc(-c3ccccc3)n2C)o1	-1	7	x	x	-0.2	15	x	x
N#C/C(=C/c1ccc2c(c1)OCO2)C(=O)Nc1ccc(O)cc1	6	3	8	1	0.4	0	-5	5
CCOc1cc(CNC(CC)CO)ccc1OCC(=O)Nc1cccc(C(F)(F)F)c1 (stereo unspecified)	-8	-32	x	x	-0.2	-5	x	x
CCOC(=O)c1c(-n2cccc2)sc2c1CCCC2=O	8	x	3	-5	0.5	5	-6	-4
Cc1nc(SCC(=O)Nc2ccc(CN3CCCC3)cc2)c2c(C)c(C)sc2n1	-5	0	1	-2	2.4	2	11	3
CC1=NN(c2cccc([N+](=O)[O-])c2)C(=O)C1	-3	-1	9	1	0.5	x	-9	11
COc1ccc(-c2nc(N)ncc2-c2csc(C)n2)c(O)c1	10	1	-8	-3	x	13	-3	-3
NC(=O)c1nsc(C(=O)N(CC(=O)NCc2ccc(F)cc2)Cc2ccco2)c1N	x	x	x	6	x	5	10	-1
COC(=O)c1ccc(C(=O)OC)c(NC(=O)CSc2nnc(-c3ccccc3Cl)o2)c1	x	x	61	-2	x	9	-9	-4
C/C(=N\NC(=O)c1nnn(-c2nonc2N)c1CSc1ccccc1)c1ccco1	9	4	-32	0	4.6	x	-1	7
CC(=O)Nc1ccc(C=NNC(=O)CCCC(=O)NN=Cc2ccc(NC(C)=O)cc2)cc1	-4	41*	0	0	0.5	10	x	-7
COC(=O)CC1COc2ccccc2N1C(=O)/C=C/c1ccccc1 (stereo unspecified)	4	-8	-4	-1	-1.0	3	5	-4
CCOC(=O)C1CCCN(Cc2ccccc2C)C1 (stereo unspecified)	1	5	8	-1	x	7	3	2
Cc1ccccc1/C=C1\SC(=S)N(/N=C/c2cc([N+](=O)[O-])ccc2O)C1=O	-12	-12	4	-1	-1.4	5	-2	-3
Cc1nn(CC(=O)Nc2ccc(C(C)C)cc2)c(C)c1[N+](=O)[O-]	-3	6	2	-7	-1.8	u	7	4
Cc1ccccc1S(=O)(=O)NC(=O)C1(C)CCN1C(=O)Cc1cccs1 (stereo unspecified)	3	2	-5	1	1.9	2	1	-4
CCCn1nc(C(=O)NNC(=O)c2cc(S(=O)(=O)NC)ccc2Br)c2ccccc2c1=O	6	9	x	x	2.2	21	-9	x
CC1Cc2c([nH]c3ccccc23)C2c3ccccc3CN12 (stereo unspecified)	-3	-2	5	0	-1.2	7	-3	0
COc1ccc(C(=O)N2CCCC(CNC(=O)c3ccc(F)cc3)C2)cc1OC (stereo unspecified)	4	8	10	-2	-2.5	x	x	-4
CC(=O)C[C@@H](O)CC(=O)[C@@H]1OC(=O)[C@@H](C)CCCCc2ccccc21	-2	x	-5	5	4.7	14	-1	2
Cc1cc(C(=O)N2CCN(c3ccc(F)cc3)CC2)on1	-4	-5	7	1	0.5	x	x	-3
Cc1ccc(S(=O)(=O)NNC(=O)Cc2cccn2C)cc1	x	0	12	3	1.4	-6	-8	-4
Cc1c(S(=O)(=O)N2CCN(c3cccc(Cl)c3)CC2)c(=O)n(C)c(=O)n1C	2	6	1	1	1.5	-4	-1	1
C[C@H](CO)N1C[C@H](C)[C@@H](CN(C)CC2CCCCC2)OCCCC[C@H](C)Oc2ccc(NC(=O)c3ccccc3)cc2C1=O	4	-6	x	2	-0.2	14	10[16.7 µM]	0
COc1ccc(NS(=O)(=O)c2cc3c(cc2C)N(C(C)=O)CCO3)cc1	-3	x	-49	0	-1.0	-2	20	-6
C=CCC(NCc1ccccc1)c1ccc(Cl)cc1 (stereo unspecified)	2	13	8	5	x	-2	-15	-5
COCC#Cc1cnc2c(c1)C(=O)N([C@@H](C)CO)C[C@H](C)[C@H](CN(C)S(=O)(=O)c1cn(C)cn1)O2	1	21	4	-2	0.5	3	3[16.7 µM]	-6
Cc1occc1C(=O)N/N=C/c1ccc(N(C)C)cc1	-5	-6	-34	-3	0.6	-3	13	2
COc1ccc(NC(=O)COC(=O)C2CCCCC2)c([N+](=O)[O-])c1	1	-3	x	4	x	8	-6	0
CC(C)N1CCN(Cc2ccoc2)CC1CCO (stereo unspecified)	8	4	-2	-1	-2.8	-7	1	0
CCNS(=O)(=O)c1ccc(NC(=S)N2CCc3ccccc32)cc1	-2	0	-15	0	1.2	x	0	3
C[C@@H]1CN([C@@H](C)CO)C(=O)Cc2cc(NC(=O)Nc3ccc4c(c3)OCO4)ccc2O[C@@H]1CN(C)S(C)(=O)=O	x	18	18	0	0.8	4	6[16.7 µM]	1
CC(C)N(Cc1ccccc1)C(=O)Cn1c(=O)cnc2ccccc21	-10	0	x	2	-0.1	1	-2	-1
CCCCOC(=O)CCc1nc2ccccc2[nH]c1=O	-16	x	6	3	x	x	-7	2
COc1ccc(CNC(=O)C[C@H]2C[C@H]3c4cc(NS(C)(=O)=O)ccc4O[C@H]3[C@@H](CO)O2)cc1	-7	-5	-1	4	-2.9	-2	5[16.7 µM]	3
The list goes on.
SMILES	FN deposition inh	INS-1E GSIS act	C2C12 statin	Cneo AK release	CFTR F508del cor	PGC1a acetyl inh	miR-122 sensor	PglD DTNB
C[C@H](CO)N1C[C@H](C)[C@H](CN(C)C(=O)CCCN(C)C)OCCCC[C@H](C)Oc2ccc(NS(=O)(=O)c3ccccc3)cc2C1=O	-13	38	x	2	-1.9	10	-1[16.7 µM]	2
O=C(COc1ccc(Cl)cc1)NCc1cn2cc(Cl)ccc2n1	0	30	-4	3	0.2	-16	0	2
CC1Sc2ccc(S(=O)(=O)CCC(=O)Nc3ccc(C(C)C)cc3)cc2NC1=O (stereo unspecified)	-1	-8	-2	13	1.8	x	x	3
O=C(C[C@@H]1CC[C@@H]2[C@H](COC[C@H](O)CN2C(=O)Nc2ccc(Cl)cc2)O1)NCCc1ccncc1	-11	-16	-21	-1	-1.6	-3	-1[16.7 µM]	-1
C[C@@H]1CN([C@@H](C)CO)C(=O)Cc2cc(NC(=O)Nc3ccc4c(c3)OCO4)ccc2O[C@H]1CN(C)C	x	-6	19	-3	-0.1	-3	2[16.7 µM]	-6
O=C(NC1CCN(C(=S)Nc2ccc(F)cc2)CC1)c1ccco1	2	x	2	-7	-2.9	x	x	-7
CCOC1=C2CN(S(=O)(=O)c3ccc(C)cc3)[C@H](c3ccccc3)C[C@@H]2N(S(C)(=O)=O)[C@H](c2ccccc2)C1	0	-10	-1	0	-1.0	-2	-5	1
CCOC(=O)c1ccc(NC(=S)N2CCCC(C)C2)cc1 (stereo unspecified)	3	-3	-9	2	2.5	-21	-3	0
O=C(NC1CCN(C(=S)NCCc2ccccc2)CC1)C1CCCCC1	-8	7	0	x	-2.1	x	-9	x
Cc1ccc(CN2CCC(CNC(=O)C3CCCN(c4ncnc5c4nc4n5CCCCC4)C3)CC2)cc1 (stereo unspecified)	-16	-20	4	3	-4.3	-6	-8	-2

Assay outcomes: PubChem BioAssay, Broad Institute
